MITF primary = MITF inhibitors, primary screen, biochemical, AlphaScreen, human | AlphaScreen MITF homodimerization, bead proximity signal | inhibition, % at 2.6 µM | 650,000 tested, 0.91% active | AID 1259374, 2018; in the data active = inhibition above about 50%;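 also: 0% = vehicle wells with protein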
Target sequence (O75030 whole entry, looked up): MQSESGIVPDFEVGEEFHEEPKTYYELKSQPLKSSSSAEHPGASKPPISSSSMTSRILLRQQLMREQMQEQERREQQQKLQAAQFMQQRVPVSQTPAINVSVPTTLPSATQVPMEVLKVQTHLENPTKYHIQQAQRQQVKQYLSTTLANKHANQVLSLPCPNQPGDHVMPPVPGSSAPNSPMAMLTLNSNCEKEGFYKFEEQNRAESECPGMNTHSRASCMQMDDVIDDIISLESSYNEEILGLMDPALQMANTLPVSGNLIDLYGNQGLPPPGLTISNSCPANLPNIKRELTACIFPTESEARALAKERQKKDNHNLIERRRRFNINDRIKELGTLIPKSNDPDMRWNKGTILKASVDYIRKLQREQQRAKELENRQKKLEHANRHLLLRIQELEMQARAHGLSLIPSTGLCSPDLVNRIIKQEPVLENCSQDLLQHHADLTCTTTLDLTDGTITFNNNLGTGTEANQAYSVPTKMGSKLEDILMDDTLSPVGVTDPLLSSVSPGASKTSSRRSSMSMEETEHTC
FBW7 activator = FBW7 E3 ligase activators, primary screen, biochemical, AlphaScreen, human. AlphaScreen FBW7–phospho-cyclin E peptide binding, activator screen. normalized activity (activation), % at 26.1 µM. F-box/WD repeat-containing protein 7 (Homo sapiens), Q969H0. 650,000 tested, 0.13% active; in the data active = normalized activity above about 1.9%;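 also: purified mutant Fbw7 with reduced substrate affinity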
TEAD-YAP block = TEAD-YAP interaction inhibition, primary screen, TEAD-YAP interaction inhibitor project, luminescence, HEK-TIYL cells; TEAD-Gal4/YAP UAS-luciferase luminescence; inhibition, % at 9.12 µM; 640,000 tested, 1.4% active; in the data active = inhibition above about 32%;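 also: 0% = median of test compound wells and 100% = reference inhibitor wells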
GPR151 ag = activators of human GPR151, primary screen, cell-based, PathHunter beta-arrestin, luminescence; G-protein coupled receptor 151 (Homo sapiens), Q8TDV0; AID 1508602, 2020; PathHunter beta-arrestin GPR151 cells; activation, % at 11.2 µM; 650,000 tested, 1% active; in the data active = activation above about 4.9%;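 also: 0% = median of compound wells and 100% = cells with positive control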
Target sequence (Q8TDV0 whole entry, looked up): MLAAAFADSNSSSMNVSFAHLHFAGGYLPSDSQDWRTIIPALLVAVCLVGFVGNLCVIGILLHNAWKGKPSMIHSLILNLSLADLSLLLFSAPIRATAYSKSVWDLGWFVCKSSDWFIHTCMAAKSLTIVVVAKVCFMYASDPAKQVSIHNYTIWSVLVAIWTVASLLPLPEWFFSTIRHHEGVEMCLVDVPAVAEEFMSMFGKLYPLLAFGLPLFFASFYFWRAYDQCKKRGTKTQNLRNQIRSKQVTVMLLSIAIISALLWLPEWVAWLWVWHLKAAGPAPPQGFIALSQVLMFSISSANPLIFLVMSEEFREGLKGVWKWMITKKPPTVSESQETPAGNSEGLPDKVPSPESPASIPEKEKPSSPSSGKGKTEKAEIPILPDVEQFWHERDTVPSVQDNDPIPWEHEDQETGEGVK
Active calls of the source: *. No enrichment for hits; 3.5% or so of the library scored in one or more.

SMILES	MITF primary	FBW7 activator	TEAD-YAP block	GPR151 ag
CC(C)N(CCNc1nc(NCCN2CCOCC2)nc2c1ncn2Cc1ccc(C(F)(F)F)cc1)C(C)C	0.0	-0.1	-0.7	6.4*
COc1ccc(CCNc2nc(Nc3ccc(C(F)(F)F)cc3)nc3c2ncn3-c2ccsc2)cc1	3.6	0.0	10.9	1.4
Cc1ccc(C)c(Nc2nc(Nc3cccc(C)c3C)nc(N3CCOCC3)n2)c1	-2.3	-0.1	-0.8	1.7
COC(=O)C1=CN(C(C)C)C=C(C(=O)OC)C1c1ccccc1OC	-0.5	0.2	1.3	0.3
Nc1cc(=O)[nH]c(SCC(=O)NCc2ccccc2Cl)n1	6.8	0.0	-0.5	-0.6
Cc1ccccc1CN1C(=O)CSc2ccc(C(=O)NCCc3ccccc3)cc21	-4.4	-0.1	11.8	0.0
CCc1nnc(NC(=O)CSc2nc3ccccc3o2)s1	-10.4	0.1	-3.6	2.0
CC1CC(C)CN(S(=O)(=O)c2ccc(C(=O)N=c3sc4ccccc4n3C)cc2)C1 (configuration not stated)	-1.6	0.0	-5.5	0.6
O=C1NC(=O)c2ccc([N+](=O)[O-])c3cccc1c23	7.3	-0.1	3.3	-0.9
COc1cccc2cc(C(=O)Nc3cccc4ccccc34)c(=N)oc12	17.9	-0.1	-5.4	-0.2
O=C(CN1C(=O)C2CC=CCC2C1=O)N1CCC2(CC1)OCCO2 (configuration not stated)	-18.3	0.0	-6.8	1.2
CCOc1ccccc1NC(=O)Nc1cc(N2CCCS2(=O)=O)ccc1C	5.4	0.1	3.0	-0.9
Cc1nnc(NC(=O)CSc2ncnc3sc(C)c(C)c23)s1	-10.8	0.1	2.1	-0.5
COc1ccc(-c2noc(CNC(=O)c3ccc(C)c(Cl)c3)n2)cc1	5.5	0.0	-3.8	-0.4
O=S(=O)(c1ccc2nc(COc3ccccc3)[nH]c2c1)N1CCOCC1	20.0	0.1	0.0	-2.3
N#Cc1ccc(/C=C2/NC(=O)N(Cc3ccccc3F)C2=O)cc1	8.3	-0.1	9.9	-0.6
CC1Oc2ccc(F)cc2N(Cc2ccc(Cl)s2)C1=O (configuration not stated)	14.0	0.0	-4.3	0.4
CCN1CCCC1CNC(=O)C(=O)Nc1ccccc1 (configuration not stated)	8.6	-0.1	-35.6	3.1
N#Cc1c(-c2ccccc2)cc(-c2ccc(Br)cc2)nc1SCC(=O)NCc1ccccc1	12.6	0.2	-0.9	-1.0
COc1ccc2c(c1)C=C(/C=C/C1=CCN(C)CC1)CO2	-6.0	-0.1	-44.0	-3.6
Cc1nnc(SCc2nnc(-c3cccs3)o2)n1C1CCCCC1	-9.0	-0.1	8.4	-0.9
Cc1c(Cl)cccc1-c1ccc(/C=C/c2cc(C(F)(F)F)[nH]c(=O)n2)o1	-6.5	0.1	4.0	-0.6
O=C(CNCc1ccco1)Nc1ccc(OC(F)(F)F)cc1	17.4	0.0	-12.3	-0.3
COC(=O)c1cc2c(cc1Cl)SC(Nc1ccccc1)=NS2(=O)=O	-1.7	-0.1	-10.0	1.4
O=C(NCc1ccccn1)c1cc(-c2ccccc2Cl)on1	-0.8	-0.1	-27.0	-0.5

Continued, overlapping the part above by 6 compounds.
SMILES	MITF primary	FBW7 activator	TEAD-YAP block	GPR151 ag
COc1ccc2c(c1)C=C(/C=C/C1=CCN(C)CC1)CO2	-6.0	-0.1	-44.0	-3.6
Cc1nnc(SCc2nnc(-c3cccs3)o2)n1C1CCCCC1	-9.0	-0.1	8.4	-0.9
Cc1c(Cl)cccc1-c1ccc(/C=C/c2cc(C(F)(F)F)[nH]c(=O)n2)o1	-6.5	0.1	4.0	-0.6
O=C(CNCc1ccco1)Nc1ccc(OC(F)(F)F)cc1	17.4	0.0	-12.3	-0.3
COC(=O)c1cc2c(cc1Cl)SC(Nc1ccccc1)=NS2(=O)=O	-1.7	-0.1	-10.0	1.4
O=C(NCc1ccccn1)c1cc(-c2ccccc2Cl)on1	-0.8	-0.1	-27.0	-0.5
Nc1c(-c2ccccc2)c2cc(Cl)ccc2[nH]c1=O	24.9	0.4	-7.6	-1.2
Cc1cn2cc(CNC(=O)c3ccc(CN(C)CCc4ccccc4)[nH]c3=O)nc2s1	3.5	0.0	-8.6	-0.7
O=C(NCc1ccccc1)C1CCCN1C(=O)OCc1ccccc1 (configuration not stated)	5.7	0.4	10.6	1.9
CC(C)[C@H](NC(=O)Cc1ccccc1)C(=O)O	16.6	0.1	0.0	-3.1
COc1ccc(CN(C)CCN(C)C)cc1OC	15.7	0.4	-7.1	-0.3
CCC(C(=O)Nc1c2c(nn1-c1ccc(OC)cc1)CSC2)c1ccccc1 (configuration not stated)	-5.0	0.0	-7.6	0.8
CCOC(=O)c1cnc2ccc(C(=O)OC)cc2c1Nc1ccccc1C	11.3	0.2	-8.3	-0.5
COC(=O)c1ccc2c(=O)n(Cc3ccc(C(=O)NCCN4CCC(C)CC4)cc3)c(=S)[nH]c2c1	-11.0	-0.1	-17.4	-1.6
O=C1/C(=C\c2ccc[nH]2)SC(=S)N1c1ccc([N+](=O)[O-])cc1	6.4	0.0	-2.6	-0.6
O=C(CCC1CC(=O)Nc2ccccc21)NCc1ccc(F)cc1 (configuration not stated)	-1.3	0.1	-3.5	0.7
CC(C)CC(NC(N)=O)C(=O)NCc1ccc(F)cc1 (configuration not stated)	0.9	0.0	-2.7	0.6
CCn1nc(C(=O)Nc2nnc(SCc3ccc(C#N)cc3)s2)c2ccccc2c1=O	-2.1	-0.1	-8.7	-0.2
COc1ccc(NC(=O)c2ccc(N3C(=O)c4cccc([N+](=O)[O-])c4C3=O)cc2)cc1	17.2	0.8	-1.5	-0.4
Cc1cccc(C)c1OCC(O)CN1CCCCC1 (configuration not stated)	9.4	0.1	-3.5	-0.3
O=C(CSc1nnc(NC(=O)C2CC2)s1)Nc1ccc(Br)cc1	-6.9	0.0	6.7	-1.7
CCCc1nc(SCC(=O)NNC(=O)C(C)C)c2c(C)c(C)sc2n1	15.3	-0.1	5.6	-0.2
S=C(Nc1ccc(Cl)cc1)N(Cc1cccs1)C1CCCC1	-1.3	-0.1	-7.4	1.0
CC(Oc1ccc(Cl)cc1Cl)C(=O)NN1C(=O)c2ccccc2C1=O (configuration not stated)	9.5	0.2	6.7	0.8
Cc1nnc2n1NC(c1ccc(F)cc1)C(C(=O)Nc1ccccc1)S2 (configuration not stated)	-0.7	0.0	-10.6	-0.7
CCOC(=O)C(C)Sc1nc(N)c(NC(=O)c2ccco2)c(=O)[nH]1 (configuration not stated)	7.0	0.1	5.1	2.0
Cc1ccc(S(=O)(=O)N2CN(S(=O)(=O)c3ccc(C)cc3)c3ccccc32)cc1	6.5	-0.1	-2.8	-0.6
COC(=O)Cc1c(C)c2ccc(OC(C)C(=O)OC)cc2oc1=O (configuration not stated)	-0.8	0.6	5.6	0.6
O=[N+]([O-])c1nn(Cc2ccccc2)cc1Cl	11.5	0.9	-2.5	-0.4
CC1(C)CC2CC(C)(CN2C(=O)c2ccc(S(=O)(=O)Nc3ccccc3)cc2)C1 (configuration not stated)	-12.8	-0.2	6.4	0.9
Cc1onc(-c2ccccc2Cl)c1C(=O)Nc1ccc(F)c([N+](=O)[O-])c1	-7.3	-0.1	5.8	1.2
(listing goes on)
SMILES	MITF primary	FBW7 activator	TEAD-YAP block	GPR151 ag
Cc1cccc(-c2nnc(C3CCN(S(=O)(=O)c4cccc(Cl)c4)CC3)o2)c1	18.5	0.7	-5.7	1.1
Cc1c(C(/C=C/c2ccc([N+](=O)[O-])o2)c2c(C)n(C)n(-c3ccccc3)c2=O)c(=O)n(-c2ccccc2)n1C	6.1	-0.2	-8.4	-1.0
S=C1NCCNC(=S)NCCOCCOCCN1	12.9	0.1	2.2	-1.2
O=C1CC(n2nc(-c3ccncc3)n(-c3ccccc3)c2=S)C2COC1O2 (configuration not stated)	-12.6	-0.1	-5.9	0.7
O=C(O)CSc1nc(-c2ccco2)cc(C(F)(F)F)n1	12.9	0.2	3.9	0.4
Cc1ccc(Nc2nc(N3CCOCC3)nc3[nH]ncc23)cc1	-5.9	-0.2	-2.7	2.3
CCOC(=O)c1ccc(-n2c(=S)sc3c2nc(SCC(=O)NCc2ccccc2)n2c4ccccc4nc32)cc1	59.9*	0.0	6.6	-0.4
CCOc1cc(C2C(C(=O)N3CCCCC3)=C(C)NC3=C2C(=O)CC(C)(C)C3)cc(Br)c1OCC (configuration not stated)	3.1	0.2	-3.0	1.2
Cc1ncc(-c2ccncc2)c(C2CCN(C(=O)c3cncnc3)CC2)n1	3.4	-0.1	-10.3	-0.8
CCCOC(=O)c1ccc2c(c1)C(=O)N(c1ccc(C)cc1)C2=O	7.1	0.5	2.2	0.2
OC(COc1ccc(CN2CCN(c3cnccn3)CC2)cc1)CN1CCCCC1 (configuration not stated)	10.6	0.0	2.8	-0.4
COCCn1cc(C(=O)NC2CCCCC2)c2c3ccccc3n(C)c2c1=O	-11.3	-0.1	4.5	0.1
Nc1cc(=O)[nH]c(N2CCN(c3ccccc3)CC2)n1	4.0	-0.1	2.0	1.5
O=C1c2ccccc2NC(c2ccc(Cl)cc2)N1Cc1ccccc1 (configuration not stated)	4.5	0.1	-0.8	-1.8
COc1ccc(-c2nc(NCCN(C(C)C)C(C)C)c3ncn(-c4ccsc4)c3n2)cn1	12.7	-0.1	35.1*	-1.2
CC1(C)CC(=O)C2=C(C1)N(c1ccc(Br)cc1)C(N)=C(C#N)C2c1ccc(F)cc1 (configuration not stated)	2.9	0.1	-0.9	0.5
CN=C1SC(CC(=O)Nc2cccc(OC)c2)C(=O)N1C (configuration not stated)	16.3	-0.2	4.5	-0.3
Cc1c(C(=O)Nc2ccc(F)cc2)sc2ncnc(N3CCOCC3)c12	2.8	0.1	5.1	1.2
COc1ccc(CCNc2ncnc3c2nc(-c2ccc(OC)cc2)n3C(C)C)cc1	-11.9	-0.1	-1.8	-0.7
Cc1cc(C(=O)COC(=O)c2cccc(N(C)C)c2)c(C)n1CC1CCCO1 (configuration not stated)	19.8	-0.2	38.4*	0.1
COc1ccc(NC(=O)C2CC(=O)N(C)C(=Nc3ccc(F)cc3)S2)cc1 (configuration not stated)	1.6	-1.0	-5.7	-0.4
O=[N+]([O-])c1ccc(N/N=C\c2cccnc2)nc1	-1.0	-0.4	7.6	0.5
CC1=C(C(=O)OC(C)C)C(c2ccccc2OC(C)C)NC(=O)N1 (configuration not stated)	7.4	-0.1	-9.4	-0.4
CCOC(=O)c1c(-c2ccc(OC)cc2)oc2ccc(OCc3ccc(F)cc3)cc12	-2.7	0.0	5.4	1.5
Nc1cccc(-c2nc(N)c3ncn(Cc4ccc(C(F)(F)F)cc4)c3n2)c1	7.1	-0.1	-1.5	-0.3
Next section
SMILES	MITF primary	FBW7 activator	TEAD-YAP block	GPR151 ag
Clc1ccc(CN2CCCC(N3CCOCC3)C2)s1 (configuration not stated)	-4.2	-0.1	-1.2	-1.4
Cc1ccccc1CC1(C)C(=O)Nc2ccccc21 (configuration not stated)	8.0	0.1	2.5	0.4
Cc1ccc(S(=O)(=O)N2CCCCC2)cc1C(=O)c1nccn1C	6.8	0.0	-10.0	-2.3
Nc1nc(CSc2nnc(-c3ccncc3)o2)nc(Nc2ccccc2)n1	24.8	0.1	3.6	-1.4
CCOc1ccc(CCNC(=O)CCc2c(C)nc3c(c(C)nn3C)c2C)cc1	-2.2	0.1	9.2	0.2
Cc1ccc(NC(=O)Nc2nnc(N(C)Cc3ccccc3)s2)c(C)c1	4.5	0.1	-6.3	-2.0
COc1ccc(N(C(=O)c2ccccc2)S(=O)(=O)c2cc(OC)ccc2OC)cc1	3.3	-0.3	10.6	1.8
CC1=NC(C(F)(F)F)(C(F)(F)F)c2c(n(-c3ccc(F)cc3)c(=O)[nH]c2=O)N1	0.1	0.1	-2.5	-0.6
COc1ccc(CCNc2nc(Nc3ccc(-n4ccnc4)cc3)nc3c2ncn3-c2ccccc2)cc1	16.0	-0.1	13.8	1.9
CCCc1nn(CC(=O)NCC2CCCN2CC)c(=O)c2cc3ccsc3n12 (configuration not stated)	10.8	-0.1	3.4	-0.8
CCN(CC)C(=O)Cn1cnc2sc(C(=O)NCc3ccccc3Cl)c(C)c2c1=O	12.2	0.0	-10.2	1.0
O=C(NCc1ccccc1Cl)c1nnc(CS(=O)(=O)c2ccccc2)o1	-11.0	0.0	4.0	0.8
COc1ccc(OCC2c3cc(OC)c(OC)cc3CCN2C(=O)c2cccc([N+](=O)[O-])c2)cc1 (configuration not stated)	13.6	-0.1	-4.7	-1.3
COc1ccccc1NC(=O)C/C(C)=N/NC(=O)C12CC3CC(CC(C3)C1)C2	-5.1	0.1	-39.1	-1.0
C=CCNC(=O)/C(=C/C=C\c1ccccc1)NC(=O)c1ccc(Br)o1	25.3	0.0	6.0	-1.3
CCc1ccc(NC(=O)CC2C(=O)N(c3cccc(F)c3)C(=O)N2C2CC2)cc1 (configuration not stated)	-6.6	-0.2	4.3	-0.5
CCCOc1ccc(C(=O)Nc2sc3c(c2C#N)CC(C)(C)OC3)cc1	-11.0	0.0	-11.8	1.7
CCOC(=O)CCCNC(=O)CSc1nnc(Nc2cccc(C)c2)s1	5.8	0.1	5.6	-1.2

From PubChem BioAssay
